ASK1 inh: ASK1 kinase inhibitors, primary screen, biochemical, AlphaScreen; AlphaScreen MKK6 phosphorylation by ASK1, luminescence; actives 0.99% (n = 22,000); inhibition, % at 7.44 µM; Mitogen-activated protein kinase kinase kinase 5 (Homo sapiens), Q99683; AID 1159602, 2016; in the data active = inhibition above about 35%;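 also: 0% = median of compound wells and 100% = no enzyme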
Target sequence (Q99683 whole entry, looked up): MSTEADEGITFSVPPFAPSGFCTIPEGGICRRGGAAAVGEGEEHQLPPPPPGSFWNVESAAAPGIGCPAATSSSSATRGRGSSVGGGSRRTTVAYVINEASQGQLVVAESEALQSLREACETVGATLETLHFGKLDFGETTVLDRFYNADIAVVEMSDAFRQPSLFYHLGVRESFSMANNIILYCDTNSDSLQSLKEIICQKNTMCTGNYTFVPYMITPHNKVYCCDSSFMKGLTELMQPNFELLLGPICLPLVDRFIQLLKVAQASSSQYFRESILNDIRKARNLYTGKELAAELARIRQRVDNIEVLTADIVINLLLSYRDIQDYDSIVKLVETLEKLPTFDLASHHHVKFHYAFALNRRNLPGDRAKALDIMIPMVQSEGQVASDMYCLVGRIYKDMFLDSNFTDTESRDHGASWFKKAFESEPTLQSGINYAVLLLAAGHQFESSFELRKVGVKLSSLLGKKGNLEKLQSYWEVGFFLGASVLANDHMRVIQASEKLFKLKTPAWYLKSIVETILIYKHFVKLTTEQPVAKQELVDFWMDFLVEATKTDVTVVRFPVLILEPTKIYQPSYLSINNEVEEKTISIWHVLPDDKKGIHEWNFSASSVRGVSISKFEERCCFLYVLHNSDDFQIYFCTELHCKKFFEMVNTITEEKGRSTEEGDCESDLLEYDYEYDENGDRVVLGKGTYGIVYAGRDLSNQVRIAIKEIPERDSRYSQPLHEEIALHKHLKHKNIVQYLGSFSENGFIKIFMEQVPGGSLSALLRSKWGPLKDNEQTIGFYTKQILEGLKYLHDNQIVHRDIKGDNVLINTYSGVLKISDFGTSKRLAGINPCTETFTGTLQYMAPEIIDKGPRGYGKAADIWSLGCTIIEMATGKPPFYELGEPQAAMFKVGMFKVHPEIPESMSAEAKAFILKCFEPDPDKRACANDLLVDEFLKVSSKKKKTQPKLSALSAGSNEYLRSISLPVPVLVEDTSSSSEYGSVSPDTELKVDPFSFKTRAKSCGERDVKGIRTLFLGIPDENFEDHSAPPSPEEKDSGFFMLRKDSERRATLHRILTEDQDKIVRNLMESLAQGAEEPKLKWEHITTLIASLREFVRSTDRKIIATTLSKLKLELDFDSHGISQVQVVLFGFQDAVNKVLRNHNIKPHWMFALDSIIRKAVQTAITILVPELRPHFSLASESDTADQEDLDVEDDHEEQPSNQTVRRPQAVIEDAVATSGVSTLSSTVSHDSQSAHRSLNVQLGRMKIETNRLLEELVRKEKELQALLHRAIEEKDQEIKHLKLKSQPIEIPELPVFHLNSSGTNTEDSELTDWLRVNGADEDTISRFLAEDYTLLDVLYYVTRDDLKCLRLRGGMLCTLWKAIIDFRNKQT
ULK1 inh: ULK1 kinase inhibitors, primary screen, biochemical, AlphaScreen | AID 1259251, 2017 | inhibition, % at 5.96 µM | AlphaScreen Atg13 phosphorylation by ULK1, luminescence | Serine/threonine-protein kinase ULK1 (Homo sapiens), O75385 | actives 1.9% (n = 30,000); in the data active = inhibition above about 43%;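 also: 0% = median of compound wells and 100% = no enzyme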
* = called active by the depositor; nt = not tested or not shown.

entry	ASK1 inh	ULK1 inh	molecule
1	9.2	-20.5	CCCNc1nc(-c2ccc(N3CCN(C)CC3)cc2)nc2c1ncn2-c1ccsc1
2	-2.3	1.1	CC(C)N(CCNC(=O)c1cnc(-c2cccs2)s1)C(C)C
3	9.5	-1.1	COc1ccc(CCNc2nc(Nc3ccc(C(F)(F)F)cc3)nc3c2ncn3-c2ccsc2)cc1
4	-15.3	8.8	NC(=O)c1ccc(-c2nc(NCCN3CCOCC3)c3ncn(CCN4CCCC4=O)c3n2)cc1
5	5.6	-13.9	COc1ccc(-c2nc(NCCCN3CCCC3=O)c3ncn(-c4ccccc4)c3n2)cn1
6	-5.0	-7.5	CC(C)n1cnc2c(NCCO)nc(Nc3ccc(C(F)(F)F)cc3)nc21
7	11.5	8.3	CN1CCN(C(=O)c2ccc(-c3nc(NC4CC4)c4ncn(-c5ccsc5)c4n3)cc2)CC1
8	nt	6.7	COc1cc2nc(N3CCN(C(=O)c4ccco4)CC3)nc(N)c2cc1OC
9	nt	-2.1	Cc1noc(C)c1Cc1ccc(C(=O)O)o1
10	9.3	-38.9	Cc1cc(NCc2cccc(C(F)(F)F)c2)nc(N2CCCC2CO)n1 (stereo unspecified)
11	-3.5	4.8	CCCNc1nc(NCCN2CCOCC2)nc2c1ncn2CCN1CCCC1=O
12	10.7	7.9	COc1cc(Nc2ncnc3nc(N4CCOCC4)[nH]c23)cc(OC)c1OC
13	nt	1.5	c1ccc(Cn2c(N3CCNCC3)nc3ccccc32)cc1
14	nt	-20.4	COc1ccc(-c2cc(=O)c3ccc(NC(=O)C(C)(C)C)cc3o2)cc1
15	nt	-10.0	Cc1cccc(/C=N/NC(=O)Cc2ccc(Cl)cc2)c1O
16	-2.9	11.6	c1cc(Nc2cc(NC3CC3)ncn2)ncn1
17	8.2	7.7	Cc1cc(Nc2ccccc2)nc(NCc2ccc3c(c2)OCO3)n1
18	-9.9	-3.2	COc1ccc2c(c1)CC(C(=O)Nc1ccc(-c3ccncc3)cc1OCCN1CCCC1)CC2 (stereo unspecified)
19	2.8	12.3	CCN(CC)c1nc(NCc2ccccc2)nc(Nc2ccncn2)n1
20	5.8	-1.2	COc1cccc(CN(CCCN(C)C)C(=O)c2cn(C)c3cc(-c4cn[nH]c4)ccc23)c1
21	nt	-13.7	O=C(O)COCc1cc2cccc3c2n(c1=O)CCC3
22	-8.8	-8.4	COc1cc(Nc2nc(-c3cccc(C(C)=O)c3)nc3c2ncn3CCN2CCCC2=O)cc(OC)c1OC
23	-5.3	14.0	Cc1ccc(-c2cccc3cnc(NC4CCC(O)CC4)nc23)cn1 (stereo unspecified)
24	0.7	89.6*	CNC(=O)c1ccccc1Nc1cc(Nc2ccc(N3CCOCC3)cc2)ncc1C(F)(F)F
25	nt	-11.1	CCOC(=O)C1CCN(C(=O)c2ccc(COc3cccc4c3OC(C)(C)C4)cc2)CC1
26	10.6	11.8	O=C(NCCOc1ccccc1)c1ccnc(Nc2ccc(N3CCOCC3)cc2)c1
27	0.0	2.6	O=C(NCc1cccc(C(F)(F)F)c1)c1ccnc(Nc2ccncn2)c1
28	9.5	22.1	O=C(NCCCN1CCCC1=O)c1cnc(Nc2cccnc2)s1
29	15.1	-6.7	Cc1cnc(N2CCOCC2)nc1NCCN1CCOCC1
30	-11.6	-10.0	COc1ccc(-c2cc(C(=O)NCCOc3ccccc3)ccn2)cn1
31	-16.4	-22.6	NC(=O)c1ccc(-c2nc(NC3CCN(Cc4ccccc4)CC3)c3ncn(C4CCCCC4)c3n2)cc1
32	-5.6	16.9	O=C(Cc1cn(-c2ccc(N3CCOCC3)nn2)c2ccccc12)Nc1ccc(N2CCOCC2)cc1
33	nt	-1.1	CC[C@H](C)C(=O)O[C@H]1CCC=C2C=C[C@H](C)C(CC[C@@H]3C[C@@H](O)CC(=O)O3)[C@H]21 (stereo partly specified)
34	9.2	26.2	Cc1nn(C)c(C)c1-c1nc(Nc2ccccc2)c2ncn(C(C)C)c2n1
35	-18.3	8.4	O=C(Nc1ccc(-c2cn[nH]n2)cc1)C1COc2ccc(F)cc2C1 (stereo unspecified)
36	-2.0	8.5	NS(=O)(=O)c1ccc(Nc2nccc(NC3CCN(C(=O)C4CNCC4c4ccccc4)CC3)n2)cc1 (stereo unspecified)
37	-2.9	-9.6	O=C1CCCN1CCCNc1cc(-c2ccc3[nH]ccc3c2)ncn1
38	2.0	9.3	O=C(NC1CC1)c1ccc2nc(Nc3ncccn3)sc2c1
39	-11.0	5.4	O=C(NCc1cccnc1)c1ccc2nc(-c3ccc(C(=O)NC4CC4)cc3)sc2c1
40	20.0	31.3	COc1cc(N2CCOCC2)ccc1Nc1cc(Nc2ccccc2-c2ncco2)c(C(F)(F)F)cn1
41	1.0	4.0	COc1ccc(-c2nc(C)cc(NCCN3CCOCC3)n2)cn1
42	2.3	-1.5	CC(=O)N[C@@H](Cc1ccc(F)c(F)c1)c1nc2ncc(-c3ccncc3)cc2[nH]1
43	-1.7	27.6	NC(=O)c1cnc(Nc2ccnc(Nc3ccc(N4CCOCC4)cc3)c2)s1
44	2.8	-13.3	CN1CCN(c2cc(-c3ccc(NC(=O)[C@H]4COc5ccccc5O4)cc3F)ccn2)CC1
45	nt	-1.3	O=C(NCCCN1CCOCC1)C(=O)N/N=C/c1c(Cl)cccc1Cl
46	-2.2	-0.7	CCCNc1nc(-c2ccc(N3CCN(C)CC3)cc2)nc2c1ncn2CCN1CCCC1=O
47	-7.1	-18.6	COc1ccc(-c2nc(Nc3ccc(Oc4ccccc4)cc3)c3cc(OC)c(OC)cc3n2)cn1
48	nt	-12.3	Cc1ncc2c(NCc3ccccc3)nc3ccccc3n12
49	nt	-3.8	CC(N)CCCC(C)(C)O (stereo unspecified)
50	-3.8	0.1	CC(C)n1c(N2CCCC2CO)nc2c(NCCOc3ccccc3)ncnc21 (stereo unspecified)
51	4.9	-3.8	CN1CCN(C(=O)c2ccc3c(c2)CC(c2nc4ccc(-c5ccnc(N)n5)cc4[nH]2)CO3)CC1 (stereo unspecified)
52	-5.0	-14.3	O=C(NCc1nc2ccccc2[nH]1)c1cccc(-c2csc3ccccc23)c1
53	nt	11.8	CC[n+]1c(C)sc2sc3ccccc3c21
54	-0.9	13.8	O=C(NC1CC1)c1ccc(-c2ncc(C(=O)NCCOc3ccccc3)s2)cc1
55	4.9	-0.2	COc1ccc(-c2ncc(C(=O)NCc3ccccc3)s2)cc1
56	26.8	17.8	O=C1CCCN1CCn1cnc2c(Nc3ccc(Oc4ccccc4)cc3)nc(Nc3cccnc3)nc21
57	nt	-32.6	Cc1ccc(-c2cc(C(F)(F)F)nn2-c2ccc(S(N)(=O)=O)cc2)cc1
58	nt	4.7	COc1ccccc1NC(=O)Nc1ccccc1-c1cnn(C)c1
59	nt	9.9	OC1(c2ccc(Br)cc2)CCNCC1
60	-8.7	-1.4	O=C(NCc1cccc(C(F)(F)F)c1)c1cccc(Nc2ncccn2)c1

5 entries drawn at random from the list so far, as already listed:
entry	ASK1 inh	ULK1 inh	molecule
52	-5.0	-14.3	O=C(NCc1nc2ccccc2[nH]1)c1cccc(-c2csc3ccccc23)c1
56	26.8	17.8	O=C1CCCN1CCn1cnc2c(Nc3ccc(Oc4ccccc4)cc3)nc(Nc3cccnc3)nc21
55	4.9	-0.2	COc1ccc(-c2ncc(C(=O)NCc3ccccc3)s2)cc1
22	-8.8	-8.4	COc1cc(Nc2nc(-c3cccc(C(C)=O)c3)nc3c2ncn3CCN2CCCC2=O)cc(OC)c1OC
44	2.8	-13.3	CN1CCN(c2cc(-c3ccc(NC(=O)[C@H]4COc5ccccc5O4)cc3F)ccn2)CC1

Additional compounds:
entry	ASK1 inh	ULK1 inh	molecule
61	-2.4	34.1	CC(C)n1cnc2c(Nc3ccccc3)nc(Nc3nccc4ccccc34)nc21
62	11.2	-12.2	CCCNc1nc(NC2CCN(Cc3ccccc3)CC2)nc2c1ncn2-c1ccccc1
63	-3.3	-7.2	O=C(NCCc1ccc(O)cc1)c1cc(Nc2ccc(N3CCOCC3)cc2)nc2ccccc12
64	nt	-15.6	COc1cccc(/C=C2\SC(=S)NC2=O)c1
65	-7.9	1.5	Cn1nccc1Nc1cc(C(=O)NCc2cccnc2)ccn1
66	-9.7	-29.5	O=C(NCCO)c1cccc(-n2ncc3cc(Nc4ccccc4Cl)ccc32)c1
67	7.3	-4.3	O=S(=O)(Cc1ccccc1)NCc1nc(-c2ccncc2)n[nH]1
68	-1.8	-8.4	COc1cc(NC(=O)c2cccc(-n3cc(NC(=O)Nc4ccccc4Cl)cn3)c2)cc(OC)c1
69	-6.4	1.3	O=C(NC1CC1)c1ccc2nc(Br)sc2c1
70	nt	0.4	COc1ccc(C(=O)c2ccccc2O)c(O)c1
71	nt	-0.2	CC(C)(C)Cc1nnc(NC(=O)C(C)(C)C)s1
72	nt	1.9	CC(=O)O
73	-9.9	4.0	Nc1cccc(-c2cccc(C(=O)NCCCN3CCCC3=O)c2)c1
74	-8.9	-0.7	Nc1cccc(-c2cc(N)nc(N)n2)c1
75	7.7	6.6	COc1cc(Nc2nc(Nc3ncccn3)nc3nc[nH]c23)cc(OC)c1OC
76	nt	-18.5	CC(=O)Nc1ccc(NC(=S)NC(NC(=O)c2ccco2)C(Cl)(Cl)Cl)cc1 (stereo unspecified)
77	-12.3	-2.7	COc1ccc(Nc2cc(NCCCN3CCOCC3)ncn2)cc1
78	-17.3	-6.2	Cc1cc(NCCN(C(C)C)C(C)C)nc(Nc2ccccc2)n1
79	-10.8	-7.4	O=C(NC1CCN(Cc2ccccc2)CC1)c1cnc(-c2ccc(N3CCOCC3)nc2)s1
80	nt	-4.3	Cc1nc(-c2cncc(-c3ccc(F)cc3)c2)cc(N2CCC(O)CC2)n1

A second format for 2 compounds above.
50) CC(C)n1c(N2CCCC2CO)nc2c(NCCOc3ccccc3)ncnc21 (stereo unspecified)
  ASK1 inh = -3.8	ULK1 inh = 0.1
61) CC(C)n1cnc2c(Nc3ccccc3)nc(Nc3nccc4ccccc34)nc21
  ASK1 inh = -2.4	ULK1 inh = 34.1

Other results follow.
entry	ASK1 inh	ULK1 inh	molecule
81	-1.3	6.3	CC(C)n1c(Nc2ccc(N3CCOCC3)cc2)nc2c(NC3CC3)ncnc21
82	-31.3	4.6	Nc1nc(N2CCc3ccccc3C2)nc2c1ncn2CCN1CCCC1=O
83	22.1	-29.6	Nc1nccc(-c2cc(F)c3nc(C4COc5ccc(Cl)cc5C4)[nH]c3c2)n1 (stereo unspecified)
84	nt	-12.8	CN1CCCN=C1/C=C/c1cccs1
85	-3.5	-7.1	COc1ccc(CCNC(=O)c2cc(NCc3cccnc3)nc3ccccc23)cc1
86	nt	0.9	Cn1nnnc1SCC1=C(C(=O)O)N2C(=O)[C@@H](NC(=O)[C@H](O)c3ccccc3)[C@H]2SC1
87	nt	22.3	CCOc1ccc2c(c1)C(C)=CC(C)(C)N2
88	-23.9	7.3	COc1nc(NC2CC2)nc(-c2cccc(C(C)=O)c2)n1
89	-10.4	8.9	FC(F)(F)c1ccc(Cn2cnc3c(NCc4nc5ccccc5[nH]4)nc(NCc4cccnc4)nc32)cc1
90	22.7	-29.8	COc1ccc(-c2nc(NC3CCN(Cc4ccccc4)CC3)c3ncn(-c4ccccc4)c3n2)cc1
91	nt	-1.6	Cc1ccccc1CNc1ncnc2c1ncn2C1OC(CO)C(O)C1O (stereo unspecified)
92	7.7	5.1	Cn1nccc1Nc1nc(NCc2cccc(C(F)(F)F)c2)c2ncn(Cc3ccc(C(F)(F)F)cc3)c2n1
93	-16.9	4.7	O=C(NC1CC1)c1cccc(Nc2nccc3ccccc23)n1
94	6.5	-53.4	COc1cc2nc(-c3ccc(N4CCOCC4)nc3)nc(Nc3ccc(Oc4ccccc4)cc3)c2cc1OC
95	-11.8	14.3	CC(C)N(CCNc1nc(Nc2ccccc2)nc2nc[nH]c12)C(C)C
96	-0.8	-19.1	COc1ccc(-c2nc(N)c3ncn(C4CCCCC4)c3n2)cc1
97	3.2	-7.5	FC(F)(F)c1ccc(Nc2nc(NC3CC3)c3ncn(-c4ccccc4)c3n2)cc1
98	nt	-28.9	C#C[C@]1(O)CC[C@H]2[C@@H]3CCC4=C(CCC(=O)C4)[C@H]3CC[C@@]21C
99	-10.0	10.9	CCN(CC)c1nc(NCc2cccnc2)nc(NCc2ccc3c(c2)OCO3)n1
100	31.7	22.3	CC(=O)Nc1ccc(Nc2nc(Nc3ccc(N4CCOCC4)cc3)nc3c2ncn3-c2ccsc2)cc1

Record cards, from the list above. Order of screens: ASK1 inh | ULK1 inh
Listed for `COc1ccc(-c2nc(NC3CCN(Cc4ccccc4)CC3)c3ncn(-c4ccccc4)c3n2)cc1` = 22.7 | -29.8
Listed for `CCN(CC)c1nc(NCc2cccnc2)nc(NCc2ccc3c(c2)OCO3)n1` = -10.0 | 10.9

(list continues)
entry	ASK1 inh	ULK1 inh	molecule
101	-0.4	9.8	Cc1ncn(-c2ccc(Nc3ncc4ccnc(-c5cnn(C)c5)c4n3)cc2)n1
102	-18.9	44.6*	O=C(Nc1ccc(N2CCOCC2)cc1)c1ccnc(NCc2ccc3c(c2)OCO3)c1
103	nt	1.1	C1=Cc2ccccc2Nc2ccccc21
104	-5.2	5.1	O=C(Nc1ccc2cnccc2c1)C(O)c1ccc(Br)cc1 (stereo unspecified)
105	nt	5.6	O=C(c1ccccc1I)N1CCc2ccccc2C1
106	nt	42.3	O=Cc1ccccc1OCc1ccc2c(c1)OCO2
107	-7.2	-0.2	O=C1CCCN1CCCNc1nc(Nc2ccncn2)nc2c1ncn2-c1ccccc1
108	-9.9	-22.4	O=C(Nc1cccc(-c2ccncc2)n1)C1Cc2c(ccc3ccccc23)O1 (stereo unspecified)
109	nt	1.0	Cn1c(=O)cc(NCc2ccncc2)n(Cc2cccc(C(F)(F)F)c2)c1=O
110	nt	8.3	C=CCC1(O)C=C2c3cc(OC)c(OC)cc3CC(C)(C)N2C1=O (stereo unspecified)
111	-16.6	-0.2	Cn1nccc1Nc1nc(C(=O)NC2CCN(Cc3ccccc3)CC2)cs1
